# TWEAK-Fn14 inh = TWEAK-Fn14 signaling inhibition; TWEAK-stimulated Fn14 reporter cells, luciferase luminescence, 8 h; inhibition, % at 10 µM; 360,000 tested, 2% active; AID 1159606; in the data active = inhibition above about 50%
# NR5A2 inv ag = inverse agonists of human LRH-1 (NR5A2) | HEK293T StAR-luciferase reporter, LRH-1 transfected, 24 h | 360,000 tested, 0.13% active | AID 602396 | inhibition, % at 3.6 µM | O00482;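 active = inhibition above the mean inhibition of all tested compounds plus 3 SD, cut at about 73% in these data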;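 note: 0% = DMSO wells and 100% = reporter-only cells lacking LRH-1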
# COUP-TFII inh = inhibitors of human COUP-TFII (NR2F2); P24468; 370,000 tested, 0.7% active; HEK293T NGFI-A luciferase reporter, luminescence; inhibition, % at 8.6 µM;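 active = inhibition above a per-plate cutoff, mean inhibition of test wells between control levels plus 3 SD, cut at about 38% in these data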;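 note: cells cotransfected with COUP-TFII expression vector driving the NGFI-A reporter; 0% = median of COUP-TF2 test wells and 100% = reporter-only cells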
# C8 TRAIL sens = sensitizes caspase-8 expressing cells to TRAIL; inhibition (viability loss, TRAIL sensitization), % at 10 µM; AID 624354; 360,000 tested, 1% active; NB7+C8 cells + TRAIL, ATPlite viability luminescence;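 active = compounds causing at least 50% loss of cell viability in the single-dose screen, relative to plate controls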
# SRC2 inh = inhibits human steroid receptor coactivator 2; AID 651957; 370,000 tested, 0.17% active; HEK293 GAL4-SRC2 luciferase reporter, luminescence; inhibition, % at 9 µM;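 active = inhibition above the mean inhibition of all tested compounds plus 3 SD, set per campaign, cut at about 52% in these data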;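 note: 0% = DMSO treated cells and 100% = cells given Gossypol at 36 µM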
# EBV LMP1 NFkB = reduces LMP1-driven NF-kappaB luciferase signal. 350,000 tested, 0.69% active. inhibition, % at 12.5 µM. LMP1-induced NF-kappaB luciferase reporter cells, luminescence. AID 504558; in the data active = inhibition above about 41%;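 note: 0% = neutral control wells and 100% = reference inhibitor control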
# TROY signal inh = inhibitors of TROY-dependent NF-kB signaling | 360,000 tested, 0.98% active | AID 1347056 | Q293 LMP1-TROYcd NF-kB luciferase reporter, 4 h | inhibition, % at 10 µM;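 active = compounds whose plate-normalised and pattern-corrected inhibition of the luciferase reporter signal at the single screening dose is 50% or more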
# NOD2 RIPK2 PPI = NOD2-RIPK2 protein interaction inhibition; O43353; CHO BLA complementation NOD2-RIPK2, CCF4 ratio; inhibition, % at 4.98 µM; 360,000 tested, 0.38% active; in the data active = inhibition above about 21%;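 note: 0% = vehicle only and 100% = reference blocker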
# SRC3 inh = human NCOA3 inhibition. HEK293 GAL4-SRC3 luciferase reporter, luminescence. AID 588352. Q9Y6Q9. inhibition, % at 3.6 µM. 360,000 tested, 0.17% active;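 active = inhibition above a per-campaign cutoff, the mean of all compounds plus 3 SD, cut at about 60% in these data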;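 note: 0% = DMSO-treated cells and 100% = gossypol-treated cells at 36 µM; higher means less SRC3-driven luciferase light from the GAL4 reporter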
# Target sequence (Q9Y6Q9 whole entry, looked up, the tested form may be a part): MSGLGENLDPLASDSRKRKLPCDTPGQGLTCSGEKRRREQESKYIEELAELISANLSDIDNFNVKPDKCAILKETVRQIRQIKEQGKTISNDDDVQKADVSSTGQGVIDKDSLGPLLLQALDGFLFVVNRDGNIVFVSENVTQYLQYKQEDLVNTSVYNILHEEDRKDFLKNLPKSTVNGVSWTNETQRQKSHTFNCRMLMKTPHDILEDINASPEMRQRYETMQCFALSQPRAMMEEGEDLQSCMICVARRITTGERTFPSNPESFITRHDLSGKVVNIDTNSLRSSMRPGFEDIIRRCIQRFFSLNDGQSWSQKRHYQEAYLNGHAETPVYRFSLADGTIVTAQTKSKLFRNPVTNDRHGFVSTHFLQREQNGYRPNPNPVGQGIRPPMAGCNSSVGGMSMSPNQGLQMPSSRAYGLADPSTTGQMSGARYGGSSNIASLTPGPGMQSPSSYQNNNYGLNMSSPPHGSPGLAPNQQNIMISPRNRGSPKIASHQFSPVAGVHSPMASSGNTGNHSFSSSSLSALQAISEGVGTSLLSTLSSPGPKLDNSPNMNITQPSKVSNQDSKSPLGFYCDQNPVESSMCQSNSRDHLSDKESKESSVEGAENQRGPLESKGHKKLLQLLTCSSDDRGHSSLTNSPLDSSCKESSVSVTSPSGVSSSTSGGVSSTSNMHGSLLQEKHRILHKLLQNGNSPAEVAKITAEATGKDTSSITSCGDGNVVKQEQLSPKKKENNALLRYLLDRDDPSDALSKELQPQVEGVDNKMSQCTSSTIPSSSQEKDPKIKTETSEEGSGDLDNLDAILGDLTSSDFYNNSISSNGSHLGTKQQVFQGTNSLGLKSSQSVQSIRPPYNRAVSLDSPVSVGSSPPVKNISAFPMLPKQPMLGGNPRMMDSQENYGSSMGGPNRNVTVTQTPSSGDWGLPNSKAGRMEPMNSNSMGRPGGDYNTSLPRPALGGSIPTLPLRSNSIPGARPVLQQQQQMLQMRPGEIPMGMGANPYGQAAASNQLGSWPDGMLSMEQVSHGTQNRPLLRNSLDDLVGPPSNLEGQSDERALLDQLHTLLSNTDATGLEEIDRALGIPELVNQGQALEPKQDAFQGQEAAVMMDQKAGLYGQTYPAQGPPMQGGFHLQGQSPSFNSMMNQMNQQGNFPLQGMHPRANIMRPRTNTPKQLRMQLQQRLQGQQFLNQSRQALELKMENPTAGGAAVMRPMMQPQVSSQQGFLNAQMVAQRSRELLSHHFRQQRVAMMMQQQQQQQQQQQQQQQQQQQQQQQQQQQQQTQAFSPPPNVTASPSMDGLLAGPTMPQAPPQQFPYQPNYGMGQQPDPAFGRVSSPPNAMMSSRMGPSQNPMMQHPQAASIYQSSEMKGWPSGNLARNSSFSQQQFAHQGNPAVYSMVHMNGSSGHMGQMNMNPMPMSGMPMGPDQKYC
# TLR9-MyD88 block = inhibitors of human TLR9-MyD88 binding. AID 504734. Q9NR96+Q99836. CHO BLA complementation TLR9-MyD88, CCF4 FRET ratio. inhibition, % at 4.98 µM. 340,000 tested, 0.21% active;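 active = inhibition above the mean over all tested compounds plus 3 SD, cut at about 21% in these data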;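 note: 0% = DMSO only wells and 100% = clavulanate BLA inhibitor control wells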
# SRC1 inh = human NCOA1 inhibition | Q15788 | HEK293 GAL4-SRC1 luciferase reporter, luminescence | inhibition, % at 3.6 µM | 360,000 tested, 0.12% active | AID 588354;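 active = inhibition above the campaign mean plus 3 SD, with each screening campaign given its own cutoff, cut at about 60% in these data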;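 note: 0% = DMSO treated cells and 100% = gossypol at 36 µM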
# * = called active by the depositor; / = not tested or not shown.
SMILES,TWEAK-Fn14 inh,NR5A2 inv ag,COUP-TFII inh,C8 TRAIL sens,SRC2 inh,EBV LMP1 NFkB,TROY signal inh,NOD2 RIPK2 PPI,SRC3 inh,TLR9-MyD88 block,SRC1 inh
O=C(O)C1CCCN(S(=O)(=O)c2ccccc2[N+](=O)[O-])C1 (stereo unspecified),0,15,-9,-4,7,-11,-7,-1,6,13,-19
CCCc1ccc(C#N)c(SC2CC(=O)N(c3ccc(OC)cc3)C2=O)n1 (stereo unspecified),-25,-12,-6,-8,-21,-6,4,-6,0,2,-6
C#CCNCCS(=O)(=O)N(Cc1ccc(Br)cc1)[C@@H](CC(C)C)C(=O)O,3,4,-14,-6,17,-4,-11,-4,-4,-2,-18
Cc1nc(SCC(=O)NNC(=O)c2ccc(F)cc2)c2ccccc2n1,1,-3,-4,-8,-18,4,1,8,38,-7,7
Cc1cnc(C(=O)NC2CC(C)(C)Cc3c2cnn3-c2ccccc2)cn1 (stereo unspecified),-5,-10,14,16,-34,-2,-7,-17,-19,2,-6
Cc1cc(C(=O)N2CCC2(C)C(=O)Nc2ccc3[nH]ncc3c2)nn1C (stereo unspecified),-1,-11,4,3,-13,/,-8,-10,1,/,-3
CC(Sc1nncs1)C(=O)NCC(=O)Nc1ccc(F)c(F)c1F (stereo unspecified),9,-6,-2,-11,0,-7,-10,-3,5,10,2
CCOC(=O)N1CCC(NC(=O)CC(NS(=O)(=O)c2ccc(C)cc2)c2ccco2)CC1 (stereo unspecified),-3,-14,-31,-3,-4,-7,8,3,-7,6,-13
Cc1sc2nc(CSc3nnnn3-c3ccc(Cl)cc3)[nH]c(=O)c2c1C,-4,-14,2,16,4,3,17,2,-7,-9,9
CCOc1ccccc1NC(=O)Nc1ccc(Cl)cc1,12,-16,3,24,-41,9,-29,-2,-4,4,6
O=c1ccc2cc(S(=O)(=O)N3CCN(c4ccccc4)CC3)ccc2o1,-2,-15,-12,-11,-12,11,0,0,12,6,10
CC(=O)NC1C(=O)Nc2c1cccc2C(F)(F)F (stereo unspecified),-1,19,9,-10,-48,-2,5,-2,2,-2,1
CCN(C(=O)CSc1nccc(=O)[nH]1)C1CCCCC1,0,1,-7,-4,-6,5,-8,-7,15,2,-8
O=C1CN(C(=O)/C=C/c2ccc(Br)cc2)CCN1,4,5,-14,-3,19,5,-6,-7,-6,0,7
CCCCCC(=O)Nc1ccc(C(=O)CN2C(=O)NC3(CCCCCC3)C2=O)cc1,-64,6,-23,5,-73,-13,-5,-1,-18,7,-3
O=C1C=C(C#Cc2ccccc2)C[C@@H](c2ccc(F)cc2)C1,11,-5,5,19,31,1,7,-1,-14,-3,-1
c1coc(CNc2nc(-c3ccncc3)cs2)c1,0,-73,-13,-17,-18,-4,-35,-6,-27,1,-26
CC(C)[C@H]1COCCS(=O)(=O)N1Cc1ccccc1-c1ccc(F)cc1,25,7,16,3,18,17,-12,1,-7,2,-9
COc1ccc(C(=O)NCC(=O)OCC(=O)N2N=C(c3ccc(Cl)cc3)CC2c2ccco2)cc1OC (stereo unspecified),0,4,8,-4,-3,0,7,-6,16,5,13
Nc1ccccc1OCP(=O)(c1ccccc1)c1ccccc1,4,13,-15,1,-3,0,-1,-7,14,-5,-24
CC1(c2ccc(Cl)cc2)NC(=O)N(CC(=O)NC(=O)NCc2ccco2)C1=O (stereo unspecified),-3,-6,15,27,-5,-7,-14,-11,-1,1,-14
CCCC(=O)N1CCN(c2nnc(-c3ccc(C)cc3)c3ccccc23)CC1,-8,11,20,4,12,6,-12,5,7,1,10
CCCC(=O)Nc1sc2c(c1C(=O)OC)C(C(=O)OC)CC2 (stereo unspecified),-4,-17,-1,12,-27,3,-29,5,-5,2,-11
CC1(Cc2c(Cl)cccc2Cl)C(=O)Nc2cc(-c3ccccc3Cl)ccc21 (stereo unspecified),2,-36,-13,1,11,/,14,-3,-15,/,-7

# Part of the list above in order of number of heavy atoms, highest first.
SMILES,TWEAK-Fn14 inh,NR5A2 inv ag,COUP-TFII inh,C8 TRAIL sens,SRC2 inh,EBV LMP1 NFkB,TROY signal inh,NOD2 RIPK2 PPI,SRC3 inh,TLR9-MyD88 block,SRC1 inh
CC1(Cc2c(Cl)cccc2Cl)C(=O)Nc2cc(-c3ccccc3Cl)ccc21 (stereo unspecified),2,-36,-13,1,11,/,14,-3,-15,/,-7
Nc1ccccc1OCP(=O)(c1ccccc1)c1ccccc1,4,13,-15,1,-3,0,-1,-7,14,-5,-24
O=C1C=C(C#Cc2ccccc2)C[C@@H](c2ccc(F)cc2)C1,11,-5,5,19,31,1,7,-1,-14,-3,-1

# (further entries)
SMILES,TWEAK-Fn14 inh,NR5A2 inv ag,COUP-TFII inh,C8 TRAIL sens,SRC2 inh,EBV LMP1 NFkB,TROY signal inh,NOD2 RIPK2 PPI,SRC3 inh,TLR9-MyD88 block,SRC1 inh
CC(C)=NNc1nc(-c2ccc([N+](=O)[O-])cc2)cs1,0,3,-24,14,-15,-26,24,-5,-19,2,-13
O=C(C1CCC(CNS(=O)(=O)c2cccc3nsnc23)CC1)N1CC=C(c2ccccc2)CC1 (stereo unspecified),1,12,30,16,3,10,46,-16,10,-8,3
CCOc1ccc2c(c1)C(NC(C)=O)C(=O)N2CCN1CCOCC1 (stereo unspecified),7,7,22,-1,8,-2,16,-10,6,-8,22
CCCN1C2CCCC1CC(NC(=O)c1ccc(OC)cc1)C2 (stereo unspecified),12,4,4,-5,-2,5,-20,2,3,4,9
COc1cc(OC)c2c(-c3ccccc3)cc(=O)oc2c1C(CCN1CCCCC1)c1ccc(N(C)C)cc1 (stereo unspecified),14,-19,/,12,/,-10,8,14,2,8,-15
CCOc1ccc(Br)cc1S(=O)(=O)Nc1cccnc1,16,-11,11,-23,-6,0,-1,-5,7,-20,-9
OC[C@H]1O[C@@H](c2nc(-c3nc(-c4ccc(F)cc4)no3)cs2)[C@H](O)[C@@H](O)[C@H]1O,-20,-1,-7,12,-28,/,-20,-4,-23,/,-13
C#Cc1ccc([C@H]2C=C(C(=O)N3CCN(Cc4ccc5c(c4)OCO5)CC3)O[C@@H](OCC)[C@@H]2CCCO)cc1,21,-4,15,-6,12,-7,21,4,1,-4,-4
O=C(N/N=C/c1ccc([N+](=O)[O-])o1)c1ccc(O)cc1,-2,59,12,19,-7,-4,8,-2,13,2,16
CN(CC(=O)Nc1ccccc1C(=O)NC1CC1)Cc1cccs1,10,-11,7,5,15,8,-4,7,14,8,-13
S=c1[nH]nc(COc2ccccc2)n1/N=C/C(Cl)=C/c1ccccc1,27,-31,10,-16,0,-28,-14,-3,-5,-3,-14
Cc1ccc(S(=O)(=O)NCC(=O)OCC(=O)N2CCc3ccccc32)cc1,-24,7,-9,-6,-7,-3,13,-4,5,-5,8

# Rewritten as labelled records: part of the list above.
CCCCCC(=O)Nc1ccc(C(=O)CN2C(=O)NC3(CCCCCC3)C2=O)cc1
- TWEAK-Fn14 inh: -64
- NR5A2 inv ag: 6
- COUP-TFII inh: -23
- C8 TRAIL sens: 5
- SRC2 inh: -73
- EBV LMP1 NFkB: -13
- TROY signal inh: -5
- NOD2 RIPK2 PPI: -1
- SRC3 inh: -18
- TLR9-MyD88 block: 7
- SRC1 inh: -3

Nc1ccccc1OCP(=O)(c1ccccc1)c1ccccc1
- TWEAK-Fn14 inh: 4
- NR5A2 inv ag: 13
- COUP-TFII inh: -15
- C8 TRAIL sens: 1
- SRC2 inh: -3
- EBV LMP1 NFkB: 0
- TROY signal inh: -1
- NOD2 RIPK2 PPI: -7
- SRC3 inh: 14
- TLR9-MyD88 block: -5
- SRC1 inh: -24

CC(Sc1nncs1)C(=O)NCC(=O)Nc1ccc(F)c(F)c1F (stereo unspecified)
- TWEAK-Fn14 inh: 9
- NR5A2 inv ag: -6
- COUP-TFII inh: -2
- C8 TRAIL sens: -11
- SRC2 inh: 0
- EBV LMP1 NFkB: -7
- TROY signal inh: -10
- NOD2 RIPK2 PPI: -3
- SRC3 inh: 5
- TLR9-MyD88 block: 10
- SRC1 inh: 2

O=C(C1CCC(CNS(=O)(=O)c2cccc3nsnc23)CC1)N1CC=C(c2ccccc2)CC1 (stereo unspecified)
- TWEAK-Fn14 inh: 1
- NR5A2 inv ag: 12
- COUP-TFII inh: 30
- C8 TRAIL sens: 16
- SRC2 inh: 3
- EBV LMP1 NFkB: 10
- TROY signal inh: 46
- NOD2 RIPK2 PPI: -16
- SRC3 inh: 10
- TLR9-MyD88 block: -8
- SRC1 inh: 3

# (next part)
SMILES,TWEAK-Fn14 inh,NR5A2 inv ag,COUP-TFII inh,C8 TRAIL sens,SRC2 inh,EBV LMP1 NFkB,TROY signal inh,NOD2 RIPK2 PPI,SRC3 inh,TLR9-MyD88 block,SRC1 inh
C=CCc1ccc(OCCCCCN2CCOCC2)c(OC)c1,3,10,3,6,5,-8,-7,-2,-20,5,-42
N/C(=N\OC(=O)COc1ccccc1)c1ccc(Cl)cc1,-24,-8,4,-2,-33,-3,-65,1,-23,4,-43
CCCN(CCC)CCNC(=O)Cn1cnc2sc(C)c(S(=O)(=O)N3CCOCC3)c2c1=O,14,-2,5,-21,-2,14,-2,-2,-5,1,-6
COc1cc(CCN2C(=O)c3cccc4cccc(c34)C2=O)c(S(=O)(=O)N2CCCCCC2)cc1OC,34,0,5,10,-5,-6,-8,-7,21,-1,-4
CC(=O)c1cccc(NC(=S)NC(=O)c2cncc(Br)c2)c1,-4,-30,-28,-9,-70,-10,1,4,-45,-11,-5
COc1ccc(NC(=O)c2cc(-c3cc(C)cc(F)c3)n[nH]2)cc1OC,-19,46,-19,5,-40,/,-6,4,36,/,38
O=C(NCc1ccc(F)cc1)c1cc(S(=O)(=O)N2CCCCC2)c[nH]1,3,-19,1,3,-17,2,16,5,-2,-8,13
Cc1ccc2cc(/C=N/NC(=O)c3ccccc3O)c(Cl)nc2c1,3,0,11,3,-4,4,65*,-4,-3,-6,-9
CN(CC(=O)NCc1ccccc1)Cc1cccc(F)c1,14,5,10,28,-16,-26,-22,8,-20,0,0
C=CCSC1=NC(N)=C(C#N)C2(CCCCC2)C1C(N)=O (stereo unspecified),5,18,-4,-11,22,1,-10,-2,9,7,-10
Cc1ccc(-c2nc(CS(=O)CC(=O)NCc3ccccn3)c(C)o2)cc1 (stereo unspecified),17,9,-5,-1,-5,-3,18,-1,-1,6,10
COCCNC(=S)N1CCC(C(=O)c2ccc(F)cc2)CC1,0,-2,-3,0,1,-12,4,-7,-9,0,1

# Bioassay records as filed in PubChem.

# Only part of the results is shown. The share of hits here may be higher or lower than overall.
